# High-throughput results: PubChem, several laboratories
# hcDAF-12 act: activates DAF-12 receptor from parasite H. contortus. HEK293 hcDAF-12 lit1-tk-luc reporter, luminescence; 0% DMSO, 100% Δ7-dafachronic acid. AID 652067. hit rate 1.4% among 370,000. activation, % at 6.8 µM;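 active means activation above the mean of all tested compounds plus 3 SD, cut at about 5.5% in these data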;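 further: 100% = response to 3 µM Δ7-dafachronic acid high control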
# MBD2 DNA inh: inhibitors of human MBD2 binding to methylated oligonucleotide; Q9UBB5; hit rate 0.31% among 370,000; TR-FRET; inhibition, % at 4.4 µM; in the data active means inhibition above about 13%
# Target sequence (Q9UBB5 whole entry, looked up): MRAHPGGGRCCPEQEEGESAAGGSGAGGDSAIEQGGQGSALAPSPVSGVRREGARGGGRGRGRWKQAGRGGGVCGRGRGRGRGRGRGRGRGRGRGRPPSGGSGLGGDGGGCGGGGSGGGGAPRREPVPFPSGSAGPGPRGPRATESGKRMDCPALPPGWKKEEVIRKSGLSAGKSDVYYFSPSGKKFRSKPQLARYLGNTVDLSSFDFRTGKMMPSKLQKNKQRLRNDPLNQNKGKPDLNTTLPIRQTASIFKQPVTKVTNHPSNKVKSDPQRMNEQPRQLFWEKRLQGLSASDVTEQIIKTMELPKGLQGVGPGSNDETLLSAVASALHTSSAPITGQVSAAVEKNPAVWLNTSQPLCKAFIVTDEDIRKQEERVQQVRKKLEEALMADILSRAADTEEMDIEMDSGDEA
# SMARCA2 activ: increases SMARCA2 function in MMTV reporter cells; activation, % at 9.1 µM; MG213 cells, MMTV-luciferase reporter, dexamethasone, overnight; hit rate 1% among 370,000; in the data active means activation above about 7.8%;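 further: 0% = vehicle wells and 100% = reference activator wells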
# DAX1 inh-1: inhibitors of human orphan nuclear receptor DAX1 (NR0B1). AID 504766. inhibition, % at 6.75 µM. hit rate 0.99% among 340,000. HEK293 Gal4-DAX1 luciferase reporter, luminescence. P51843;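 active means inhibition above the mean over all tested compounds plus 3 SD, cut at about 4.2% in these data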;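 further: 0% = DAX1-transfected cells with DMSO and 100% = empty-vector control cells with DMSO; inhibition shows as a rise in luminescence from relieved DAX1 repression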
# Target sequence (P51843 207-470 limits assumed): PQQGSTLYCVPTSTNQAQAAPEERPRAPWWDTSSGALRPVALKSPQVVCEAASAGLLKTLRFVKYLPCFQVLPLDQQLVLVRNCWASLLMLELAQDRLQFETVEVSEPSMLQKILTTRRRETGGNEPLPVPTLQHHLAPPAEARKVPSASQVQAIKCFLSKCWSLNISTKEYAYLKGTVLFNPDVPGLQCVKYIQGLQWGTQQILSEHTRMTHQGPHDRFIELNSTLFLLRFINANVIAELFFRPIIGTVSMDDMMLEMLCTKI
# ssDAF-12 act: activators of S. stercoralis DAF-12 nuclear receptor. HEK293 ssDAF-12/GRIP1 lit1-tk-luc reporter, luminescence; % of 3 µM dafachronic acid response. activation, % at 6.8 µM. hit rate 1% among 370,000;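 active means activation above the mean over all tested compounds plus 3 SD, cut at about 0.9% in these data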;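 further: 0% = DMSO-only wells and 100% = 3 µM delta7-dafachronic acid wells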
# hgDAF-12 ag: agonists of H. glycines DAF-12 nuclear receptor. activation, % at 6.8 µM. HEK293 GAL4-hgDAF12 UAS-luciferase reporter, agonist luminescence; normalized to butyrate control. AID 687014. hit rate 1.8% among 370,000;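 active means activation above a cutoff set at the mean of all screened compounds plus 3 SD, cut at about 10% in these data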;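 further: 0% = DMSO wells and 100% = sodium butyrate wells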
# PLCb3 inh: PLC-beta3 (human) inhibition, primary screen; Q01970; Purified PLC-beta3, fluorogenic substrate, fluorescence; inhibition, % at 12.2 µM; hit rate 0.18% among 370,000; in the data active means inhibition above about 11%;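 further: 0% = median of compound wells on plate and 100% = full blocker control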
# PLCg1 inh: PLC-gamma1 (human) inhibition, primary screen; purified PLC-gamma1, fluorogenic substrate, fluorescence; inhibition, % at 12.2 µM; hit rate 0.84% among 370,000; AID 720700; in the data active means inhibition above about 9.5%
# ADAM17 inh: inhibitors of human ADAM17. P78536. hit rate 0.83% among 370,000. AID 720648. inhibition, % at 6.95 µM. recombinant ADAM17, EDANS/DABCYL FRET peptide cleavage;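 active means inhibition above the mean of compounds lying between control limits plus 3 SD, set per campaign, cut at about 8.5% in these data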;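 further: 0% = DMSO-only wells as the low control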
# NR1D1 modulator: modulators of human Rev-erb alpha DNA binding; P20393; Rev-erbα–FITC-DNA binding, fluorescence polarization, 90 min; activity, % at 10 µM; hit rate 0.79% among 370,000;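 active means activity above about 14%, limit read from the data; passing the limit was not always enough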;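 further: 0% = DMSO wells with 35 nM protein and 100% = DMSO wells with 750 nM protein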
# DAX1 inh-2: blocks DAX1 repression of SF-1 activated StAR promoter; hit rate 1.1% among 370,000; HEK293T StAR-luciferase reporter, SF-1/DAX-1 repression relief; AID 652010; inhibition, % at 6.8 µM;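 active means inhibition above the mean over all tested compounds plus 3 SD, cut at about 3.6% in these data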;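 further: 0% = DAX-1 cells with DMSO and 100% = cells lacking DAX-1 with DMSO; higher inhibition means more luminescence from relief of DAX-1 repression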
# * marks the source's active call; other numbers are inactive results; / = no result given.
SMILES,hcDAF-12 act,MBD2 DNA inh,SMARCA2 activ,DAX1 inh-1,ssDAF-12 act,hgDAF-12 ag,PLCb3 inh,PLCg1 inh,ADAM17 inh,NR1D1 modulator,DAX1 inh-2
Cc1cc(NC(=O)COc2cccc(C)c2C)no1,1.6,-4,2,0.4,-0.7,5.8,3,1,0,0,1.8
CCOC(=O)c1c(S(=O)(=O)NCC(=O)N2CCN(c3ccc(OC)cc3)CC2)c(C)n(C)c1C,1.1,-1,-1,-0.3,-1.5,-1.2,-3,3,-4,-11,-0.3
Cc1sc(NC(=S)NC(=O)C(C)(C)C)c(C(N)=O)c1C,0.1,3,-2,-0.5,-1.0,5.1,-4,-1,-2,-1,1.9
Cc1ccc(S(=O)(=O)N2CCN(C(=O)CC(C)n3nc(C)c(Cl)c3C)CC2)cc1C (stereo not drawn),-2.5,2,-1,0.2,-0.8,-2.4,-2,3,-2,-1,-2.5
COCCCN1C(=O)C(=O)/C(=C(/O)c2ccc(S(=O)(=O)N3CCOCC3)cc2)C1c1ccc(F)cc1 (stereo not drawn),-1.3,2,-1,-0.1,-1.1,-1.4,-2,2,1,-8,-0.3
O=C(c1csc(Nc2ccccc2Cl)n1)N1CCCC1,0.6,-4,2,3.8,-0.6,1.9,0,0,1,5,0.6
COc1ccccc1NC(=O)C1=C(C)Nc2ncnn2C1c1ccccc1C (stereo not drawn),-2.3,-3,-3,-2.1,-1.6,-1.1,-6,-3,-11,-8,-0.1
O=C(CCN1N=C(c2ccccc2)CCC1=O)NC1CCCC1,-1.1,2,-1,0.8,-1.6,-0.6,-4,0,-3,-3,1.6
COc1ccc(NC(C)=O)cc1NC(C)C(=O)Nc1ccc(F)cc1 (stereo not drawn),-1.1,-1,0,0.1,-1.5,0.9,-1,-4,-3,0,0.2
O=C(Nc1c(-c2ccccc2)nc2sccn12)c1ccccc1,-1.2,-3,-1,-1.2,-0.7,-0.4,1,0,-3,3,-1.2
Cc1ccc(CS(=O)(=O)CCC(=O)NCc2ccccc2Cl)cc1,-2.6,4,-2,0.8,-1.3,-0.8,-5,3,-5,1,-0.3
Cc1ccc(C(=O)N/C(=C/c2cccs2)C(=O)NCC2CCCO2)cc1 (stereo not drawn),-2.3,-6,-1,-0.8,-0.8,-1.1,2,0,-1,4,-0.2
COCCn1c(Cc2ccccc2)nnc1SCC(=O)NC(C)(C)C,0.2,-1,5,1.0,-0.1,-1.8,5,3,0,2,-0.5
Cc1cccc(NC(=O)C2CCCN2C(=O)Oc2ccccc2)c1C (stereo not drawn),-0.4,3,-2,-0.2,-1.4,-1.2,1,6,1,-5,-0.6
O=Cc1ccc(-c2ccc([N+](=O)[O-])cc2Cl)o1,-2.3,-4,-3,-0.2,-1.8,3.7,-31,-25,-2,-3,-0.8
O=C(NCc1ccccc1)C1CCN(S(=O)(=O)c2ccc(Cl)cc2)CC1,-1.1,2,-2,1.2,-1.6,-2.1,1,1,-2,2,-0.4
C[C@@H](C(=O)OCC(=O)c1ccccc1)N1C(=O)C2CCCCC2C1=O (stereo partly drawn),0.6,5,-2,0.8,-0.5,0.8,-2,0,-3,-8,0.6
COc1ccc(-c2sc3ccc(OC)cc3c2-c2ccc(OC)c(F)c2)cc1,-1.1,-3,2,-0.9,-1.0,0.6,-2,-10,-4,-5,0.2
CCCCCCn1c(=O)c(C(=O)N/N=C/c2cccc(F)c2)c(O)c2ccccc21,-0.3,-5,-1,-0.3,-0.9,-1.9,2,5,1,7,-0.5
CCOC(=O)C1=CC(=O)CC(C)(C)O1,1.3,1,-1,-2.4,-0.8,1.6,3,3,-2,-7,0.0
COc1ccc(CC(=O)Nc2cc(Cl)ccc2C(=O)O)cc1,0.1,3,6,1.6,-1.3,-2.7,1,2,2,7,0.4
O=C(Cc1cccs1)N1CCN(S(=O)(=O)c2cccc([N+](=O)[O-])c2)CC1,-1.6,-2,0,0.1,-0.4,-0.3,-4,0,3,1,0.2
CC1=C(C(=O)N(C)C)CC(CC(=O)NCC2CCCCC2)C(=O)N1CCC1=CCCCC1 (stereo not drawn),2.3,3,-1,0.3,0.0,-0.2,4,11*,0,3,-0.5
Cc1ccc(CN2CCNC(=O)C2CC(=O)N(C)C2CCCCC2)o1 (stereo not drawn),-1.0,-6,-4,-1.7,-1.5,0.1,2,-3,1,6,0.2
COc1ccc(OC)c(C2c3[nH]c4ccccc4c3C[C@H]3C(=O)N(CCCOC(C)C)CC(=O)N23)c1 (stereo partly drawn),1.1,-2,-3,-1.0,-0.4,-1.5,-13,-1,5,0,0.6
COc1ccc(NC(=O)CC2CC3CCC2C3)cc1S(=O)(=O)N1CCOCC1 (stereo not drawn),-1.3,0,-3,-1.9,-1.2,0.2,1,-1,-5,-4,-0.9
Cc1ccc(NC(=O)N(CCCN2CCOCC2)Cc2cc3cc4c(cc3[nH]c2=O)OCO4)cc1,0.3,-4,-2,1.5,-1.1,-1.8,-17,-11,-61,-2,-0.1
O=C1N/C(=N/S(=O)(=O)c2ccccc2)S/C1=C/c1cccnc1,-0.2,0,1,1.2,-0.2,1.1,3,-1,2,1,-0.1
O=[N+]([O-])c1ccc2c(c1)C(=NO)c1cc(Cl)c(Cl)cc1-2,-0.8,-1,-4,1.5,-0.1,-0.1,2,2,-2,0,-0.2
Nc1nonc1C(=O)NCCNCc1cc(Br)ccc1OCc1ccccc1F,-4.1,-2,-6,-2.5,-2.8,-7.3,11*,9.8*,14*,-1,-3.5

# Complete entries from above. Order of values: hcDAF-12 act	MBD2 DNA inh	SMARCA2 activ	DAX1 inh-1	ssDAF-12 act	hgDAF-12 ag	PLCb3 inh	PLCg1 inh	ADAM17 inh	NR1D1 modulator	DAX1 inh-2
# COc1ccc(NC(=O)CC2CC3CCC2C3)cc1S(=O)(=O)N1CCOCC1 (stereo not drawn) is listed with -1.3	0	-3	-1.9	-1.2	0.2	1	-1	-5	-4	-0.9
# COc1ccc(-c2sc3ccc(OC)cc3c2-c2ccc(OC)c(F)c2)cc1 is listed with -1.1	-3	2	-0.9	-1.0	0.6	-2	-10	-4	-5	0.2

# (continued)
SMILES,hcDAF-12 act,MBD2 DNA inh,SMARCA2 activ,DAX1 inh-1,ssDAF-12 act,hgDAF-12 ag,PLCb3 inh,PLCg1 inh,ADAM17 inh,NR1D1 modulator,DAX1 inh-2
CCOC(=O)CSc1nnc(CNc2ccc(F)cc2)o1,0.0,-2,1,0.9,-1.0,-0.8,-1,-2,-5,3,-0.2
O=C(NC1CC2CCCC(C1)N2C(=O)Nc1ccc(Cl)c(C(F)(F)F)c1)C1CC1 (stereo not drawn),-1.6,2,-1,-0.9,-1.0,-1.6,1,1,-3,0,-1.0
CCCC(CCC(=O)OC)(C(=O)OCC)c1csc(N)n1 (stereo not drawn),-1.5,-1,-2,-1.4,-1.6,0.0,-2,0,-3,3,-0.2
COc1ccc(CCNC(=O)C2CC(c3cccc([N+](=O)[O-])c3)=NO2)cc1 (stereo not drawn),5.0,0,6,4.0,-0.3,6.8,2,-1,-1,1,1.0
Cc1ccc(-n2c(SCC(=O)Nc3cc(C)on3)nc3c(c2=O)SC(C)C3)cc1 (stereo not drawn),2.9,-2,-1,-0.9,-0.5,-3.4,1,1,-3,-1,0.2
Cc1c(Cl)c([N+](=O)[O-])nn1CC(=O)NC(C)C1CC2CCC1C2 (stereo not drawn),1.3,0,0,-0.3,-1.3,1.2,1,2,-2,1,-0.1
COc1cc(Cn2ccnc2)c(OC)cc1Cn1ccnc1,-0.2,-6,-1,0.7,-0.9,0.2,2,1,-3,-1,0.6
CCC(=O)c1ccc(OCC(=O)Nc2cccc(S(=O)(=O)N3CCCCCC3)c2)cc1,-2.8,4,-4,-2.8,-1.5,-1.5,1,2,0,-5,-6.5
CCCCCCNC(=O)O[C@H]1Cn2c(=O)n(CCCCCC)c(=O)n2[C@@H]2CN(S(=O)(=O)c3ccc(C)cc3)C[C@]12O,-2.2,1,-5,2.4,-0.4,-1.8,-5,-2,11*,1,0.5
Cc1ccc2c(c1)C(=O)CC(c1ccccc1)S2 (stereo not drawn),7.7*,-6,5,3.2,1.5*,20*,-62,-43,-6,-1,19*
COC(=O)c1cnc(Oc2c(Cl)cc(N)cc2Cl)cc1C(F)(F)F,-2.3,-2,-6,-0.7,-1.9,-2.0,-3,-1,5,2,0.3
Nc1nc(SCC(=O)Nc2ccc(Cl)c(S(=O)(=O)N3CCOCC3)c2)n[nH]1,-0.5,3,-3,0.0,-1.4,-1.0,-4,2,-2,-1,0.2
Cc1cc2nc[nH]c2cc1[N+](=O)[O-],-2.0,4,0,-0.8,-1.0,-0.2,2,2,3,4,0.0
COc1ccc(OC)c(-c2csc(NC(=O)C3=NNC(=O)CC3)n2)c1,-2.2,-5,4,0.6,-1.6,-2.3,-4,0,4,7,-0.8
Nc1c(Sc2ccccc2)c(=O)[nH]c(=O)n1Cc1ccccc1,1.5,5,-4,0.9,-1.0,-1.3,6,0,0,-7,-0.1
O=C(Oc1ccc(Cl)c(Cl)c1)C1=CC=CN2CCS(=O)(=O)N=C12,-0.7,-4,-1,-0.5,-1.3,0.0,-26,-13,-25,-2,-0.1
CC(NC(=O)C=Cc1ccco1)C(=O)NC(Cc1ccccc1)C(N)=O (stereo not drawn),-0.4,0,2,/,-1.5,5.1,-2,-3,-1,-3,-0.3
C=CC[C@H](CC(=O)NCCO)C(=O)N[C@H](COC(=O)[C@@H](CC=C)Cc1ccc(F)cc1)C(C)(C)C,-0.7,3,-1,0.7,-1.1,-2.8,5,0,-1,4,0.0
CC(SC(=S)N(C)Cc1cccs1)C(=O)O (stereo not drawn),-1.3,-4,-2,1.5,0.5,1.4,1,6,2,-8,0.0
CN1CCN(c2ccc([N+](=O)[O-])cc2C(=O)c2ccc(Br)cc2)CC1,-1.6,3,0,-2.3,-1.1,3.7,1,3,3,4,-2.2
CCCCCCNCc1cccc(Br)c1,-1.4,8,-2,0.6,-1.3,0.6,2,0,-5,-2,-0.4
O=C(O)c1cccc2c1C(=O)c1cc([N+](=O)[O-])cc([N+](=O)[O-])c1-2,0.2,-6,3,-1.8,0.9*,0.1,-20,-15,0,10,-0.2
CCOC(=O)c1ccccc1NC(=O)Cn1cnc2c(cnn2-c2ccccc2)c1=O,-2.0,-1,1,-1.8,-1.2,-1.4,2,0,-3,8,0.2
O=C(c1ccc(Sc2cccc(Cl)c2)c([N+](=O)[O-])c1)N1CCN(c2ccccn2)CC1,0.4,0,1,-0.4,-0.9,-0.5,2,-1,-2,3,-0.7
Cc1ccc(CSCC(=O)N2CCN(c3ccc(F)cc3)CC2)cc1,-1.7,-1,-1,0.7,-1.2,-1.9,-4,-4,-1,-5,0.2
OCCNC(=S)Nc1ccc(Oc2ccccc2)cc1,-0.5,3,2,0.0,-1.1,-1.7,7,2,2,-5,-0.2
COC(=O)c1c(NC(=O)c2ccnn2C)sc(C)c1C,-0.5,4,-1,-0.9,-0.6,0.6,-11,-7,0,4,-0.8
CCCc1ccccc1OCCNC(=O)c1cc(=O)n(C)c(=O)n1C,-2.6,5,-5,0.1,-2.0,-2.9,-16,1,-2,-4,-0.7
CCc1nn(C(C)C(=O)N(C)Cc2ccccc2)c(=O)c2cc3occc3n12 (stereo not drawn),-2.8,-1,2,1.7,-1.5,-0.4,-20,-11,-8,7,0.0
CC[C@@]1(C(=O)OC)N[C@H](CN(C)S(=O)(=O)c2ccc(C(F)(F)F)cc2)[C@@H]2C(=O)N(C)C(=O)[C@@H]21,0.8,-4,-3,0.6,-0.9,-3.1,5,-1,2,-7,-0.2

# No enrichment for hits; any-hit rate near 7.4%.
